Screening data: PubChem, National Center for Advancing Translational Sciences (NCATS)
Nrf2 inh: Nrf2 pathway inhibition | A549 ARE-Fluc reporter, luciferase luminescence, 18-24 h | Potency, µM (top dose mostly 46 µM), without a hit: at the highest dose activity change, negative = inhibition, most hits filed as inhibitors | actives 2.1% (n = 360,000) | AID 504444; note: potency is the fitted concentration of half-maximal effect; % is set by controls: 0 for no effect and ±100 for the full control effect; nearly all actives have a fitted effect of over 60% in size
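A549 ARE_Fluc cells, 5000/well, 5% FBS OPTI-MEM; compounds in dose-response, 18-24 h at 37 °C/5% CO2; CellTiter-Fluor viability read (Ex 405/Em 525), then BugLite luciferase luminescence = Nrf2 activity.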
CCT modulator: modulators of cytosolic chaperonin (CCT/TRiC) activity; purified chaperonin ATPase assay, HTRF ADP detection, 30 min; activity change, % (no concentration beside the values), hits read low; actives 0.3% (n = 360,000); AID 651819; in the data active = activity change below about -30%; note: % is set by controls: 0 for no effect and ±100 for the full control effect
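We incubate TRiC, 40 or 20 nM final, with library compounds at 76 uM and 10 uM ATP for 30 min at 37 °C. ADP formed is detected with Transcreener HTRF reagents after 30 min at room temperature.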
HepG2 tox: kills HepG2 cells in TGF-b inhibitor counter-screen. Potency, µM (highest dose often 46.1 µM), for inactives: at the highest dose activity change, negative = cytotoxicity, usual class: cytotoxic. AID 588856. HepG2 CAGA-GFP viability, ATP luminescence, 18 h. actives 0.76% (n = 410,000); note: potency is the fitted concentration of half-maximal effect; some results filed as inactive show a strong effect at the top dose
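HepG2 CAGA-GFP cells (1000/well, DMEM with 1% FBS) received compound, then TGF-beta at 500 pg/mL final, and were incubated 18 hours at 37 degrees C. Viability was read by CellTiter-Glo luminescence. Media-only wells were set as complete cell-killing and DMSO as no toxicity.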
TGFb inhibitor: inhibitors of TGF-b signaling. HepG2 CAGA-GFP TGF-b/SMAD3 reporter, GFP fluorescence, 18 h; TGF-beta stimulated, 500 pg/mL final. actives 1.2% (n = 410,000). Potency, µM (top dose mostly 46.1 µM), for the others: at the highest dose activity, negative = inhibition, usual class: inhibitors; note: potency is the fitted concentration of half-maximal effect; % is set by controls: 0 for no effect and ±100 for the full control effect; nearly all actives have a fitted effect of over 65% in size
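Per well, imaged GFP fluorescence of HEPG2 CAGA-GFP cells gives the signal; cells get compound, then TGF-beta (500 pg/mL final), 18 h at 37 degrees C; %Activity versus -TGF-beta and +DMSO controls.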
S2 tox: reduces viability in counter-screen for ATXN expression inhibitors | S2 cells (HEK-293 line with an ATXN2-luciferase reporter) viability, CellTiter-Fluor protease fluorescence, 24 h | actives 0.49% (n = 400,000) | AID 651635 | Potency, µM (highest dose often 56.7 µM), usual class: cytotoxic; note: potency is the fitted concentration of half-maximal effect; nearly all actives have a fitted effect of over 40% in size
pAkt inh: inhibitors of Akt phosphorylation; AID 651550; Neuro2A IGF-stimulated pAkt S473 HTRF, 20 min; stronger effect = lower value; actives 0.32% (n = 360,000); activity change, % for hits at 50 µM; in the data active = activity change below about -80%; inconclusive = mostly about -51% to -80%; note: % is set by controls: 0 for no effect and ±100 for the full control effect
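Neuro2A cells in DMEM with 0.5% FBS, overnight at 37 deg C, given compound at single 50 µM final, then IGF (6 nM final) for 20 min at 37 deg C. Lysed; phospho-Akt Ser473 by HTRF after 24 h, 665/615 ratio.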
A549 tox: counter-screen for Nrf2 inhibitors: cytotoxicity in A549 cells; AID 504648; A549 ARE-Fluc cells, CellTiter-Fluor viability, 18-24 h; Potency, µM (titrated, usually from 46 µM), without a hit: at the highest dose activity change, negative = cytotoxicity, actives largely listed as inhibitors; actives 0.16% (n = 390,000); note: potency is the fitted concentration of half-maximal effect; % is set by controls: 0 for no effect and ±100 for the full control effect
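A549 ARE-Fluc cells in 5% FBS OPTI-MEM, 5000 cells/well, rested 2 h then exposed to compounds in concentration-response for 18-24 h at 37 °C. Viability by CellTiter-Fluor fluorescence (Ex 405/Em 525) after 30 min; luciferase luminescence (BugLite, 15 min, RT) read afterwards.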
Nrf2 ARE act: activators of Nrf2 (ARE) signaling; AID 624171; Potency, µM (highest dose often 46.1 µM), inactives show top-dose activation, usual class: activators; actives 0.31% (n = 410,000); AREc32 ARE-luciferase reporter (MCF7-derived line), luminescence, 24 h; note: potency is the fitted concentration of half-maximal effect; % of control where 0% means no effect; nearly all actives have a fitted effect of over 65% in size
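For detection, Steady-Glo was added and plates sat 30 min at RT; before that, AREc32_Fluc cells grown overnight in OPTI-MEM/5% FBS had been treated with 23 nL compound for 24 hr at 37 deg C.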
Mm-Cpn inhibitor: inhibitors of Methanococcus maripaludis chaperonin (MmCpn); Potency, µM (top dose mostly 76.9 µM), for inactives: at the highest dose activity, negative = inhibition, most hits filed as inhibitors; actives 0.031% (n = 330,000); purified Mm-Cpn ATPase, ADP Transcreener TR-FRET; note: potency is the fitted concentration of half-maximal effect; % is set by controls: 0 for no effect and ±100 for the full control effect; nearly all actives have a fitted effect of over 80% in size
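Reaction buffer contained 30 mM Tris pH 7.4, 100 mM KCl, 5 mM MgCl2 and 1 mM DTT. Mm-CPN (25 nM final) hydrolysed 10 uM ATP over 30 min at 37°C; ADP was read by HTRF.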
Numbers without * were called inactive; i = inactive; u = inconclusive; x = no result given; & = joins results of further samples; [ ] = another dose, or the depositor's remark. Unless noted, calls come from the whole dose curve; as a rule, active = well fitted curve in the direction sought with a large enough effect; inconclusive = small, poorly fitted or top-dose-only effect, or another doubt; inactive = no such curve, though single readings can be large; an effect the other way counts as inactive or inconclusive.

Second line of a record – Mm-Cpn inhibitor	A549 tox	CCT modulator	Nrf2 ARE act	Nrf2 inh	HepG2 tox	TGFb inhibitor	pAkt inh	S2 tox
(1) Cc1ccc(/C=N/n2c(COc3ccccc3)n[nH]c2=S)o1
→ 0%	1%	2.5	3.3%	-12%	-32%	-4%	i	i
(2) CCOC(=O)CSc1nnc(-c2cccnc2)n1C
→ -29%	0%	-0.1	0.2%	0%	2%	4%	i	i
(3) CC(C)CC(NS(=O)(=O)c1ccc2c(c1)oc(=O)n2C)C(=O)NCc1cccnc1 (stereo unspecified)
→ 4%	-3%	-0.7	0.0%	-10%	-6%	0%	i	i
(4) COc1ccc(-n2c(-c3ccco3)nc3c(cnn3-c3ccccc3C)c2=O)cc1
→ -3%	2%&-4%	-1.6	-0.6%&-0.2%	14%&-25%	0%&-39%	u	i	i
(5) Nc1ccc(C(=O)OCC(=O)c2cccc([N+](=O)[O-])c2)cc1
→ -1%	-3%	-11	2.8%	-3%	-22%	u	i	i
(6) Clc1cccc(OCc2nc(-c3ccncc3)n[nH]2)c1
→ 0%	-1%	0.6	0.0%	21µM*	7%	5%	i	i
(7) CCCOc1ccc(S(=O)(=O)N2CCOCC2)cc1[N+](=O)[O-]
→ -1%	-1%	1.2	0.3%	-13%	3%	1%	i	i
(8) CSc1nnc(-c2cc3c(-c4ccccc4)nn(C)c3s2)n1C
→ -1%	-7%	1.6	3.1%	u	-29%	u	i	i
(9) Cc1cc(C)n2nc(CNS(=O)(=O)c3ccc(Cl)cc3)nc2n1
→ x	4%	x	-0.5%	2%	-1%	-34%	x	x
(10) Cn1c(=O)n(CCOc2ccc([N+](=O)[O-])cc2)c2ccccc21
→ 0%	5%	0.3	4.8%	-3%	9%	2%	i	x
(11) Cc1ccc(Nc2nc(CSc3nnc(-c4ccccc4)n3C)cs2)cc1
→ -2%	4%	-0.9	6.3%	u	4%	0%	i	i
(12) COc1ccc(CNC(=O)C2CCN(C(=O)N3CCOc4ccc(Cl)cc43)CC2)cc1
→ x	11%	x	3.5%	4%	-28%	u	x	x
(13) COc1ccccc1C(=O)NC(CCSC)C(=O)OCC(=O)c1ccc[nH]1 (stereo unspecified)
→ 1%	-2%	1.0	4.1%	20%	-1%	-3%	i	i
(14) CC(=O)N1CCN(c2nc(-c3ccco3)c3c(c2C#N)CC(C)(C)SC3)CC1
→ -1%	-17%	-3.4	0.3%	-18%	-13%	u	i	i
(15) COC(=O)c1ccc(N=Nc2ccccc2)cc1
→ -2%	-5%	1.7	6.1%	-1%	-6%	10%	i	i
(16) Cc1c(C(=O)NCc2cccc(F)c2)oc2c1-c1[nH]ncc1CC2
→ x	-18%	x	5.1%	u	-15%	0%	x	x
(17) Cc1sc2ncnc(N[C@@H](Cc3c[nH]c4ccccc34)C(=O)O)c2c1C
→ -1%	1%	0.3	5.2%	-2%	-18%	0%	i	i
(18) COc1ccccc1N(C(=O)c1snc(C(N)=O)c1N)C(C(=O)NC1CCCC1)c1ccc2ncccc2c1 (stereo unspecified)
→ -13%	-9%	-1.5	0.5%	u	3%	-23%	i	i
(19) COc1ccccc1-c1nc(=S)c(C(C)=O)c(C)[nH]1
→ 0%	6%	-6.9	0.3%	u	-13%	21%	i	i
(20) CCOC(=O)N1CCN(C(=O)Cc2ccccc2[N+](=O)[O-])CC1
→ -1%	14%	-0.4	2.1%	10%	-14%	0%	i	i
(21) CC(O)C(=O)N/N=C/c1cccc2ccccc12 (stereo unspecified)
→ -1%	-3%	-0.9	2.7%	8%	-13%	-28%	i	i
(22) OCC1(Cc2ccccc2C(F)(F)F)CCN(Cc2ccccc2)CC1
→ 0%	4%	-3.6	-0.3%	-6%	-35%	-3%	i	i
(23) COc1cccc(C2C(C(=O)c3cc4ccccc4o3)=C(O)C(=O)N2c2cc(C)on2)c1OC (stereo unspecified)
→ -19%	u	-4.4	18%	-46%	-2%	-3%	u	i
(24) Cc1cc(-c2csc(NC(=O)c3ccc(=O)[nH]c3)n2)c(C)n1Cc1ccco1
→ -6%	2%	2.1	-0.2%	-5%	-17%	-1%	i	i
(25) Nc1nonc1-n1nnc(C(=O)N/N=C/c2ccccc2Cl)c1CN1CCOCC1
→ -1%	1%	1.6	-1.0%	5%	3%	20%	i	u
(26) O=S(=O)(Nc1ccc(F)cc1)N1CCCCCC1
→ -5%	-2%	-3.0	2.0%	x	10%	30%	i	i
(27) CCCS(=O)(=O)NC(=O)C1(C)CCN(C(=O)c2ccc(F)c(Cl)c2)C1 (stereo unspecified)
→ x	x	-0.8	0.3%	x	-2%	5%	i	i
(28) COc1cc2cc(C)nc(Cc3cccc4ccccc34)c2cc1OC
→ -2%[15.4 µM]	-16%	-1.4	8.0%	u	-24%	u	i	i
(29) CC(=O)Nc1ccc(S(=O)(=O)NCCNc2ccccc2[N+](=O)[O-])cc1
→ 2%	0%	-1.3	-0.2%	0%	18%	1%	i	i
(30) CCOc1ccc2c(=O)c(Oc3ccccc3OCC)coc2c1
→ 1%	-5%	-1.0	4.4%	4%	-17%	0%	i	i
(31) Cc1ccc(NC(=S)NCCN(C2CCCCC2)C2CCCC2)cc1C
→ 2%	u	-1.8	5.7%	-1%	-40%	u	i	u
(32) O=C1CN(S(=O)(=O)c2cc(Cl)ccc2Cl)c2ccccc2N1
→ 0%	-2%	-1.4	-0.1%	-8%	9%	6%	i	i
(33) COc1ccccc1NC(=O)CCN1C(=O)C2CC=C(Cl)CC2C1=O (stereo unspecified)
→ 1%	-5%	-2.4	-0.2%	-13%	-13%	6%	x	i
(34) NS(=O)(=O)c1ccc(N/N=C/c2cn(-c3ccccc3)nc2-c2cccs2)cc1
→ 0%	-5%	1.0	0.1%	0%	11µM*	10µM*	i	i
(35) O=C(O)c1ccc(N=C2SCC(=O)N2Cc2ccccc2)cc1
→ 3%	5%	0.7	0.4%	-19%	-6%	-7%	i	i
(36) Cc1noc(C)c1COc1ccc(C(=O)NCc2cccs2)cc1
→ -1%	-1%	1.8	2.7%	u	-56%	2%	i	i
(37) CC1CCCC(NC(=O)COC(=O)CSc2ccc3ccccc3c2)C1C (stereo unspecified)
→ -1%	1%	-5.5	-0.5%	-26%	-18%	-4%	i	i
(38) CCN(CC)CCN1C(=O)C(=O)/C(=C(/O)c2ccc(OC)cc2)C1c1ccco1 (stereo unspecified)
→ -5%	0%	-0.9	4.7%	3%	-38%	u	i	i
(39) O=C(CCc1nc2ccccc2c(=O)[nH]1)OCc1ccc(-c2ccccc2)cc1
→ -11%	u	-8.6	0.2%	5%	-4%	0%	i	i
(40) CN(Cc1nc(-c2cccs2)no1)CC1(N2CCOCC2)CCCCC1
→ 1%	-3%	-3.0	-0.5%	8%	2%	-13%	i	i
(41) Cc1ccc(C(=O)Nc2ccc3nc(C)sc3c2)o1
→ x	x	-2.0	-0.3%	x	-21%	-13%	i	i
(42) O=C1C2CC=CCC2C(=O)N1CNc1ccccc1 (stereo unspecified)
→ 2%	-3%	-0.8	-0.7%	11%	-4%	-1%	i	i
(43) CCOC(=O)c1c(C)n(-c2ccc(F)cc2)c2ccc(O)cc12
→ -2%	-18%	0.8	1.2%	6%	-12%	-22%	i	i
(44) COC(=O)CC1=C(C)C(=O)CC2C(C)(C)CCCC12C (stereo unspecified)
→ -4%	-5%	-3.8	-0.2%	-5%	-36%	2%	i	i
(45) CCOc1ccc(OCC)c(NC(=O)CN(C)S(=O)(=O)c2cccc3nsnc23)c1
→ -1%	6%	2.8	-0.1%	1%	-31%	2%	i	i
(46) O=C(O)CC1=C(O)C(=O)N(c2ccccc2)C1c1ccccc1 (stereo unspecified)
→ -2%	-3%	1.6	3.1%	-1%	19%	21%	i	i
(47) Cc1ccc(-n2c(SCC(=O)Nc3ccc(C(=O)O)cc3)nnc2-c2ccncc2)cc1
→ -4%	-6%	0.3	-0.3%	5%	8%	-2%	i	i
(48) CC(C)Cc1nnc(NC(=O)c2cccc(S(=O)(=O)N3CCOCC3)c2)s1
→ u	-3%	-59*	-0.9%	-3%	2%	4%	i	i
(49) CN1CCN(NC(=O)c2ccc(Cl)s2)CC1
→ 0%	7%	-0.9	-0.1%	-13%	-19%	6%	i	i
(50) O=C(Cc1csc2ccccc12)NCC1CC1
→ x	x	-5.3	0.4%	x	22%	19%	i	i
(51) COC(=O)c1ccccc1NC(NC(=O)c1ccco1)C(=O)c1ccccc1 (stereo unspecified)
→ 0%	-1%	-1.0	5.0%	x	-7%	-15%	i	i
(52) COCCNc1nc(NCCCN2CCCC2=O)c2sc(-c3ccccc3)cc2n1
→ x	x	-7.2	7.5%	x	-32%	-10%	i	u
(53) O=C(COc1cccc(Cl)c1)Nc1ccc2c(c1)CCC2
→ 0%	12%	-2.8	0.0%	27%	-23%	-39%	i	i
(54) NC1=NC(=O)/C(=C/c2ccc(Cl)cc2Cl)S1
→ 1%	-1%	-6.4	-1.0%	-7%	-1%	1%	i	i
(55) CC(=O)N1CCCc2cc(S(=O)(=O)Nc3ccccc3C)ccc21
→ 0%	13%	0.0	0.2%	-5%	-6%	2%	i	i
(56) CCc1noc(C)c1C(=O)OCC(=O)NC(C)c1ccccc1 (stereo unspecified)
→ 1%	11%	-2.0	-0.3%	3%	-1%	2%	i	i
(57) O=C(Nc1ccc2c(c1)OCO2)c1ccc(Br)s1
→ -1%	-7%[1.84 µM]	-1.2	3.6%	u	-13%	-18%	i	i
(58) COc1ccc(N(C(C)=O)S(=O)(=O)c2cc(OC)ccc2OC)cc1
→ -4%	u	-2.6	-0.7%	-15%	-4%	-2%	i	i
